High-throughput results: PubChem BioAssay, several laboratories
b-catenin transl: alters nuclear translocation of beta-catenin in HeLa cells | immunofluorescence imaging | nuclear translocation activity, % at 5 µM | 190,000 compounds, 0.3% hits | AID 1665;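 active = nuclear translocation activity above 50% at 5 µM, with a well cell count of 50 or more; inconclusive = wells under 50 cells across six images, flagged as toxic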;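 also: per-cell ratio of nuclear to cytoplasmic median beta-catenin stain intensity; plate controls were DMSO negative control for no effect and GSK-3 inhibitor IX positive control for full effect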
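Test system: human HeLa cell line; Doses: 5 µM primary, 0.02–20 µM confirmation; Incubation: 24 h compound exposure, 37°C; Detection: beta-catenin immunofluorescence imaging with DAPI; Read-out: beta-catenin nuclear/cytoplasmic ratio, % activation.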
Dynein cargo inh: blocks dynein driven cargo transport along microtubules; 3617.4 mouse cells, GR-EGFP nuclear translocation imaging; test concentration mostly 20 µM; stimulated with dexamethasone, 1 µM; stronger effect = lower value; z-score, hits read low; 220,000 compounds, 0.47% hits;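 active = plate z-score of nuclear minus cytoplasmic receptor signal below a set negative limit, without overly bright fluorescence or cell loss, cut at about -3.5 in these data, passing the limit was not always enough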;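 also: z-score of nuclear minus cytoplasmic ring GR-EGFP intensity difference per well; some compounds called inactive have numbers as strong as hits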
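Buffer or medium: tet-free, stripped-serum medium; reagent: dexamethasone at 1.0 µM final, 30 min; incubation: 48 h induction, 1 h compound, 30 min dex at 37 °C; measured by: formaldehyde fixation, Hoechst nuclear stain, 10x automated fluorescence imaging; read-out: nuclear-to-cytoplasmic GR-EGFP distribution per well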
AID2073: inhibitors of Mint1-CaV2.2 protein interaction, biochemical, HTRF (AID 2073) | HTRF protein-protein interaction, Mint1-CaV2.2; higher % means a stronger effect | inhibition, % at 20 µM, or IC50 in µM where a hit was titrated | 290,000 compounds, 0.19% hits; in the data active = inhibition mostly above about 51%, no sharp cut-off; inconclusive = no clear call, values can overlap the other calls; inactive = mostly below about 53%; also: some results filed as inactive read as strong as hits
WT yeast gro inh: growth inhibition of WT yeast, mitochondrial fusion screen; inhibition, % at 10 µM; 190,000 compounds, 2.1% hits; mitochondrial fusion phenotypic screen, WT strain; in the data active = inhibition above about 58%; tested in S. cerevisiae
Yfh1-depleted yeast: mitochondrial function rescue without frataxin homolog – Friedreich's ataxia, plus single-dose screen, dose response (AID 1465) | S. cerevisiae Yfh1-off respiration, WST-1 reduction, 72 h; higher fold induction means a stronger effect | 220,000 compounds, 0.074% hits | one-dose fold induction at 50 µM; EC50 in µM for titrated hits;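 active = fold induction of absorbance versus untreated yeast above a set limit, then at least 30% activation at any dose in follow-up; inconclusive = repeats straddling the limit, or above it without dose testing; inactive = fold induction below the set limit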;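 also: activators that raise dye reduction in frataxin-depleted yeast; strong numbers were not always called active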
Ins promoter up: MIN6 insulin promoter up-regulation; 190,000 compounds, 0.3% hits; MIN6 insulin promoter-GFP reporter, high-content imaging; stronger effect = higher value; z-score at 5 µM;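 active = z-score above 3 at 5 µM with at least 500 cells counted in the well; inconclusive = wells under 500 cells, flagged as cytotoxic or low count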
Autophagy HCS: modulators of autophagy | MEF GFP-LC3 puncta imaging; test concentration mostly 10 µM | calls only at 10 µM (by protocol) | 190,000 compounds, 0.98% hits | AID 463193;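 active = percentage of spot-positive cells more than 3 SD above its plate mean, without a fluorescence outlier flag or 80% toxicity; inconclusive = no clear call, values can overlap the other calls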;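 also: spot-positive cell cutoff set from DMSO-treated cells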
MT stabilizer: microtubule stabilizers in HeLa cells; HeLa tubulin immunostaining HCS, 24 h; share of cells brighter than vehicle mean+2SD; % tubulin-high responders, % at 10 µM; 200,000 compounds, 0.83% hits;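 active = plate Z-score above 3 for both tubulin-high and condensed-nucleus cell shares, with cell loss under 80%, at 10 µM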;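 also: anti alpha tubulin signal scored within the nucleus-defined area of each cell; some results filed as inactive read as strong as hits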
HIV fusion peptide: cell-free HIV fusion peptide-binding blockers – biochemical, uHTS, fluorescence dequenching, primary screen (AID 1986); 290,000 compounds, 0.3% hits; inhibition, % at 20 µM; hits with a dose series show IC50 in µM; cell-free peptide binding, fluorescence dequenching, 30 min; higher % means a stronger effect; in the data active = inhibition mostly above about 52%, no sharp cut-off; inactive = mostly below about 76%; also: some results filed as inactive read as strong as hits
WT yeast gro inh mutant strain: second read-out of WT yeast gro inh, no call of its own (marks repeat the call); inhibition, %; mitochondrial fusion phenotypic screen, mutant strain inhibition
Dynein cargo inh cytoplasmic EGFP: further read-out of Dynein cargo inh, marked with its call; z-score; measured here: cytoplasmic GR-EGFP intensity; stronger effect = higher value
Dynein cargo inh nuclear GR-EGFP: also measured in Dynein cargo inh; calls as there; z-score; measured here: nuclear GR-EGFP intensity;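 lower value marks the stronger effect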
Dynein cargo inh cell count: second read-out of Dynein cargo inh, no call of its own (marks repeat the call); z-score; measured here: cell count per field
Ins promoter up cell count: further read-out of Ins promoter up, marked with its call; cell count; measured here: cytotoxicity, nuclei count;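 total cells summed across four imaged fields per well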
b-catenin transl cell count 5 µM: recorded beside b-catenin transl, whose call it bears; cell count; measured here: cell count, cytotoxicity flag
MT stabilizer Hoechst-high %: second read-out of MT stabilizer, no call of its own (marks repeat the call); % Hoechst-high responders; measured here: nuclear condensation Hoechst responders;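 share of cells brighter than vehicle mean plus two SD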
MT stabilizer cytotoxicity %: further read-out of MT stabilizer, marked with its call; toxicity, %; measured here: cytotoxicity by cell density;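 0% = mean cell density of plate MIN control wells and 100% = no cells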
Autophagy HCS cell loss 18 h: further read-out of Autophagy HCS, marked with its call; toxicity, %; measured here: cell loss, nuclei count;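 cell loss after 18 h compound exposure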
Numbers without * were called inactive; i = inactive; ? = inconclusive; · = not tested or not shown. This is a random part of the collection. About 4.2% of those tested had a hit in this group.

SMILES	b-catenin transl	b-catenin transl cell count 5 µM	Dynein cargo inh	Dynein cargo inh cytoplasmic EGFP	Dynein cargo inh nuclear GR-EGFP	Dynein cargo inh cell count	AID2073	WT yeast gro inh	WT yeast gro inh mutant strain	Yfh1-depleted yeast	Ins promoter up	Ins promoter up cell count	Autophagy HCS	Autophagy HCS cell loss 18 h	MT stabilizer	MT stabilizer Hoechst-high %	MT stabilizer cytotoxicity %	HIV fusion peptide
COc1ccc(CCNC(=O)C(C)OC(=O)c2ccco2)cc1OC (stereo not drawn)	·	·	-0.46	0.072	-0.26	0.23	-6%	-8	-7	i	0.08	999	i	-8	1.4	1.5	9.2	-2.1%
Cc1ccc(NC(=S)NNC(=S)NCc2ccccc2)cc1	0.4	1430	-0.3	-0.23	-0.059	0.51	-27%	-5	-6	?	-0.91	1436	i	-2	2.6	2.2	11	-2.2%
CNC(=O)CSc1nnc(-c2ccc3c(c2)OCO3)n1C	0.0	1597	-0.067	-0.22	-0.12	0.022	-2%	-27	8	i	0.14	1174	i	4	1.8	2.2	4.8	1.0%
CC1=C(C(=O)Nc2ccccc2)C(c2ccco2)n2ncnc2N1 (stereo not drawn)	-2.9	1120	0.59	-0.18	0.4	0.88	5%	-5	-13	i	0.42	1942	i	-10	3.7	2.8	1.6	-1.9%
COC(=O)C1=C(C(=O)OC)[C@@H]2N(C)c3ccc(OC)cc3[C@@]23C[C@@H](C(=O)OC)N=C3N1	-1.6	1132	-0.13	-0.64	-0.0095	-0.48	-3%	·	·	i	-0.39	1083	·	·	·	·	·	-2.2%
COc1ccc(NC(=S)N(Cc2ccc(C(=O)O)cc2)Cc2ccc(OC)c(OC)c2)cc1	1.2	1143	-0.49	-0.34	0.11	0.76	-4%	-6	17	i	-0.37	1248	i	0	3.7	2.5	5.1	1.3%
CCOC(=O)c1ccc(NC(=O)Nc2ncc(Cl)cc2Cl)cc1	-0.3	1297	-0.53	-0.24	0.2	-0.41	-2%	·	·	i	0.22	1028	·	·	·	·	·	-0.2%
Cn1c(NC(=O)c2ccc(Cl)s2)cc(=O)n(C)c1=O	-2.5	1136	-1.1	-0.29	-0.47	0.44	-5%	-1	-6	i	·	·	i	-7	3.3	1.7	56	1.1%
COC(=O)c1[nH]c(C)c(/C(O)=C2\C(=O)C(=O)N(CCN(C)C)C2c2cccc(OC)c2OC)c1C (stereo not drawn)	-2.3	567	0.67	-0.24	0.63	1.2	-3%	13	-1	·	·	·	i	-53	4.2	1.2	5.4	0.0%
CCCCCOc1ccc(C(=O)NC(CCC)C(=O)O)cc1 (stereo not drawn)	0.3	1166	-0.79	-0.2	-0.36	1.5	-3%	0	1	i	·	·	i	-15	1.3	1.2	6.1	23%
COc1ccc(NS(=O)(=O)c2ccc(O)c(C(=O)OCC(=O)N3CC(C)OC(C)C3)c2)cc1 (stereo not drawn)	-1.4	1142	-0.51	-0.19	-0.25	0.98	-3%	10	0	i	·	·	i	2	1.4	1.3	8.1	1.5%
COc1ccc(-c2cc(C(=O)OC3CCOC3=O)c3ccccc3n2)cc1 (stereo not drawn)	-8.7	1224	-0.65	-0.25	-0.13	1.9	23%	4	-55	i	-0.36	846	i	14	3.3	1.9	3.2	-1.3%
O=C(NCCc1csc(-c2cccnc2)n1)c1cccs1	-0.8	1002	1.1	-0.24	0.64	0.43	13%	4	4	·	-0.93	1090	i	-15	2.2	3.1	9.8	2.0%
CCCCCNCc1ccc(OCc2ccc(Cl)nc2)c(OC)c1	1.0	464	-0.19	-0.28	-0.45	0.7	-1%	24	37	i	0.04	1092	i	11	2.0	1.6	6.7	-2.1%
O=C(Nc1ccc(F)cc1)Nc1sccc1-c1nc2ccccc2s1	0.0	1252	-0.027	-0.22	0.41	0.98	-2%	·	·	i	·	·	·	·	·	·	·	18%
Nc1nc(SCC(=O)NC2CCCCC2)[nH]c(=O)c1-c1ccccc1	·	·	-0.96	0.13	-0.013	0.36	-2%	8	12	i	0.41	877	i	-13	1.6	1.5	8.3	0.8%
O=c1c2ccccc2nnn1CSc1nnc(Nc2ccccc2)s1	-1.7	1120	-0.15	-0.28	-0.18	0.67	12%	-7	-10	i	0.54	1186	i	-30	4.8	2.3	12	-1.4%
COc1ccc(C2=NN(C(=O)c3cccc([N+](=O)[O-])c3)C(c3cccc([N+](=O)[O-])c3)C2)cc1 (stereo not drawn)	-1.4	1023	1.3	-0.17	0.46	-1.9	22%	-2	-8	i	-0.09	1816	i	-25	2.5	2.9	9.2	-1.7%
COc1ccc(-c2c[n+]3c4n2CCCCC4=C(c2ccc(Br)cc2)C3)cc1	-2.8	1360	-1.1	1.7	-0.3	0.087	17%	-7	27	·	-2.2	808	i	-32	7.0	0.8	6.0	-5.6%
CCn1nc(C)c(CN2CCN(Cc3cccc(OC)c3)C(CCO)C2)c1C (stereo not drawn)	-2.5	997	-0.79	-0.16	-0.42	0.57	20%	-16	2	i	0.07	1515	i	9	2.5	1.1	8.7	1.7%
CCOc1cc(CNc2cccc3ccccc23)cc(Br)c1OCC(=O)NC(C)(C)C	·	·	-1.2	0.39	-0.57	1.5	-8%	-3	-9	i	·	·	i	-7	2.3	1.6	9.1	2.3%
CN1CCN(c2ncccc2S(=O)(=O)N2CCCCC2)CC1	-1.8	562	-0.46	-0.11	0.16	-1.3	2%	-2	2	i	·	·	i	5	2.5	2.1	5.5	3.7%
COc1ccc2nc(NC(=O)Cn3cnc4c(=O)n(C)c(=O)n(C)c43)sc2c1	·	·	0.34	-0.14	0.34	-1.3	-7%	2	15	i	-0.14	1298	i	2	3.8	2.3	8.1	4.0%
Cc1ccc(C(=O)Cn2nnc(-c3ccccc3-n3cnnn3)n2)cc1	0.5	991	1.8	0.074	1.5	-0.55	3%	-16	-13	i	-1.1	1490	i	0	5.7	2.0	9.8	-2.4%
C#CCN1C(=O)C(O)(CC(=O)/C=C/c2ccco2)c2ccccc21 (stereo not drawn)	-0.7	1544	-1.4	-0.078	-1.1	0.35	22%	-4	-17	i	-0.16	1500	i	-5	3.6	2.0	7.6	7.8%
SMILES	b-catenin transl	b-catenin transl cell count 5 µM	Dynein cargo inh	Dynein cargo inh cytoplasmic EGFP	Dynein cargo inh nuclear GR-EGFP	Dynein cargo inh cell count	AID2073	WT yeast gro inh	WT yeast gro inh mutant strain	Yfh1-depleted yeast	Ins promoter up	Ins promoter up cell count	Autophagy HCS	Autophagy HCS cell loss 18 h	MT stabilizer	MT stabilizer Hoechst-high %	MT stabilizer cytotoxicity %	HIV fusion peptide
Nc1ccc(Br)c2cccnc12	4.8	981	-0.52	-0.33	0.096	0.92	38%	-6	5	i	-0.08	1413	i	-15	2.9	2.1	3.4	2.9%
COc1cc(C)nc2nc(SCc3ccccc3)nn12	-3.5	1059	-1.2	-0.11	0.23	0.68	5%	1	16	·	0.14	1624	i	-12	2.8	2.0	7.6	1.6%
CC(CN1c2ccccc2Sc2ccccc21)N(C)C (stereo not drawn)	-3.5	562	0.65	-0.3	0.52	1	-12%	6	-10	i	·	·	i	6	6.7	3.1	10	-2.0%
CCn1c(CCNC(=O)c2cccs2)nnc1SCC(=O)c1ccc(OC)cc1	·	·	-1.1	0.082	-0.18	-1.1	·	·	·	i	·	·	i	-7	2.1	2.6	8.7	·
COC(=O)Oc1c(Br)c(=O)oc2ccccc12	·	·	1.8	0.004	1.3	-1.2	·	17	1	i	·	·	i	3	4.5	12	98	·
O=C1c2ccc(Oc3cccc([N+](=O)[O-])c3)cc2C(=O)N1c1ccccn1	-0.6	1144	-0.46	-0.36	-0.25	0.68	3%	-13	4	i	0.46	1254	i	3	3.1	1.2	6.7	-0.3%
N#CC1=C(SCC(=O)NC2CC2)NC(=O)C(C#N)C12CCCCC2 (stereo not drawn)	-2.7	998	-0.98	-0.072	-0.26	1.3	-3%	-6	-6	i	-0.24	1211	i	1	5.9	2.2	12	-1.8%
NC(=O)N/N=C/c1cccc(C(F)(F)F)c1	6.8	1134	0.23	-0.2	0.12	-0.37	-5%	·	·	i	0.61	1418	·	·	·	·	·	1.3%
O=C(c1ccc(Cl)c(Cl)c1)N1CCOCC1	-1.8	533	-1.4	-0.2	-1.2	0.33	5%	2	4	i	·	·	i	58	3.1	1.6	4.2	-0.4%
Cc1c(NC(=O)Nc2c(Cl)cccc2Cl)c(=O)n(-c2ccccc2)n1C	-0.6	1352	1	-0.22	0.33	-0.43	12%	·	·	i	0.51	1073	·	·	·	·	·	0.1%
CCOc1ccc(C(CC(=O)O)NS(=O)(=O)c2ccc(C)cc2)cc1OC (stereo not drawn)	-1.9	796	-0.25	-0.21	0.31	-0.61	-4%	-1	11	·	1.2	1358	i	-5	7.4	3.5	11	2.8%
C/C(=N/NC(=O)CSCc1ccc(Cl)cc1)c1cccc(NC(=O)c2ccccc2)c1	-4.7	1164	-0.57	-0.15	0.013	0.88	5%	-9	29	i	0	820	i	-2	2.3	1.8	8.1	-0.7%
O=C(NC1CCCCC1)C(c1ccc(F)cc1)N(CCN1CCOCC1)C(=O)c1ccc(-c2ccccc2)[nH]1 (stereo not drawn)	0.7	1501	-0.18	-0.33	-0.086	0.72	-2%	0	8	i	1	1378	i	-2	4.1	2.8	5.6	7.2%
